Screens deposited in PubChem BioAssay by several laboratories.
SKN-1 inh: suppressors of acrylamide-induced Pgst-4::GFP reporter in worms, primary screen, SKN-1 inhibitor project, whole organism, uHTS, GFP/RFP fluorescence ratio, strain VP596. inhibition, % at 21.8 µM. 360,000 compounds, 0.49% hits. C. elegans VP596 Pgst-4::GFP/RFP ratio, 24 h. AID 624304, 2012;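 active means interference check ratio from 0.5 to 1.5 plus GFP to RFP signal ratio inhibition reaching or exceeding a fixed threshold, cut at about 30% in these data, passing the limit was not always enough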; further: some compounds called inactive have numbers as strong as hits
Tb MetRS inh: T. brucei MetRS inhibitors, primary screen, biochemical, luminescence; AID 624268, 2012; 360,000 compounds, 0.4% hits; methionyl-tRNA synthetase (Trypanosoma brucei brucei); purified T. brucei MetRS, ATP depletion, Kinase-Glo luminescence; inhibition, % at 11.9 µM;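 active means inhibition above a per-plate cutoff of the control wells' mean inhibition plus 3 SD, cut at about 5.5% in these data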;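 further: 0% = DMSO wells median and 100% = median of wells with control inhibitor compound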
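Material: parasite MetRS enzyme / Replication: singlicate, one well per compound / Signal: luminescence of leftover ATP / Schedule: 2 h aminoacylation at 25 °C after 15 min preincubation / Medium: HEPES-MgCl2-KCl buffer plus DTT, spermine, BSA, pyrophosphatase / Doses: 11.9 µM single point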
MT1-MMP act inh: blockers of MT1-MMP proenzyme processing, primary screen, HT1080 RFP-PRO-GFP cells, GFP/RFP fluorescence. GFP/RFP ratio fluorescence, overnight; percent of plate control window, DMSO zero. GFP/RFP ratio change, % at 20 µM. 360,000 compounds, 0.061% hits. Matrix metalloproteinase-14 (Homo sapiens), P50281;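 active means GFP/RFP ratio change of at least 30% with cell ATP level not reduced by more than half and red fluorescence within 50% of control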; further: strong numbers were not always called active
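Assay system – RFP-PRO-GFP reporter HT1080 cells · Compound dosing – single dose of 20 µM compound, 1% DMSO final · Incubation – overnight compound exposure at 37 °C · Measure – GFP/RFP fluorescence ratio · Benchmarks – DMSO wells and RFP-L50D-GFP cells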
NRP1-CendR mod: modulators of CendR peptide binding to NRP-1, primary screen, biochemical, fluorescence polarization, uHTS; Neuropilin-1 (Homo sapiens), O14786; FAM-RPARPAR peptide binding to NRP-1; inhibition, % at 25 µM; 360,000 compounds, 0.85% hits;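 active means inhibition or corrected inhibition above about 18%, plus a signal ratio from 0.5 to 1.5, limit read from the data, passing the limit was not always enough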; further: strong numbers were not always called active
bovine MsrA act: bovine MsrA enzyme activators, primary screen, biochemical, absorbance, HTS | 360,000 compounds, 0.3% hits | AID 602163, 2012 | purified bovine MsrA, absorbance read-out | activation, % at 10.6 µM; in the data active means activation above about 7.5%;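 further: 0% = vehicle and 100% = reference activator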
FAS-TE inh: FAS thioesterase domain inhibitors, primary screen, biochemical, fluorescence intensity, uHTS | Fatty acid synthase (Homo sapiens), P49327 | recombinant FAS-TE, OMFH fluorogenic substrate, fluorescence endpoint | inhibition, % at 15 µM | 360,000 compounds, 0.67% hits;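 active means compounds whose normalised, plate-corrected inhibition of enzyme fluorescence in the single-dose primary screen is 50% or more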;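 further: 0% = DMSO with enzyme and 100% = substrate without enzyme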
E coli Lon inh: inhibitors of E. coli Lon protease, primary screen, biochemical, fluorescence polarization; P0A9M0; purified E. coli Lon protease; inhibition, % at 7.94 µM; 360,000 compounds, 0.42% hits; in the data active means inhibition above about 13%, passing the limit was not always enough;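 further: 0% = enzyme with probe and DMSO and 100% = no enzyme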
MsrA inh: bovine MsrA enzyme inhibitors, primary screen, biochemical, absorbance, HTS. Methionine sulfoxide reductase A (Bos taurus). purified bovine MsrA, absorbance read-out. inhibition, % at 15.5 µM. 360,000 compounds, 0.75% hits. AID 651718, 2012; in the data active means inhibition above about 4.5%;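 further: 0% = vehicle wells with enzyme and 100% = reference inhibitor wells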
PABP1 MLLE inh: inhibitors of PABP1 MLLE–PAM2 peptide binding, primary screen, biochemical, fluorescence polarization, FITC-PAM2, GST-MLLE; 360,000 compounds, 0.36% hits; inhibition, % at 20 µM; in the data active means inhibition above about 35%, passing the limit was not always enough;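 further: plate controls were DMSO wells with GST-MLLE for no effect and wells lacking GST-MLLE protein for full effect; some results filed as inactive read as strong as hits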
An asterisk follows results filed as active; / = no result given.

SMILES | SKN-1 inh | Tb MetRS inh | MT1-MMP act inh | NRP1-CendR mod | bovine MsrA act | FAS-TE inh | E coli Lon inh | MsrA inh | PABP1 MLLE inh
O=C(c1c(F)cccc1F)N(Cc1ccccc1)Cc1ccccc1 | 20 | -0.3 | 0 | -8 | 1 | 17 | -5 | 0.1 | 0
CN(C(=O)C1CCC(CNS(=O)(=O)c2cccc3cccnc23)CC1)C1CCCCC1 (stereo not drawn) | 17 | 0.3 | -7 | 6 | -3 | -1 | -7 | -0.2 | -4
Cc1ccc(NC(=O)CN(C)C(=O)c2ccc(Cl)c(S(=O)(=O)NCc3ccco3)c2)cc1 | 9 | 0.7 | 2 | 0 | 1 | 4 | -6 | -1.5 | 0
O=C(O)CC(NC(=O)C12CC3CC(CC(C3)C1)C2)c1cccc(Cl)c1 (stereo not drawn) | 3 | -0.3 | 0 | 10 | -2 | -1 | 1 | 0.5 | -4
Cc1ccc(CNC(=O)CN(C)S(=O)(=O)c2cccs2)cc1 | 7 | 2.1 | 2 | 9 | -4 | -3 | -6 | 0.4 | -3
Cc1nc2ccc(S(=O)(=O)NC(C(=O)Nc3nc4ccc(Cl)cc4s3)C(C)C)cc2s1 (stereo not drawn) | 9 | 0.1 | -2 | 10 | -1 | 0 | -6 | -0.8 | 5
COc1ccccc1CNC(=O)COC(=O)c1ccc(C)c(S(=O)(=O)N2CCCCC2)c1 | 9 | -0.2 | 0 | -13 | -3 | 17 | -1 | -0.5 | -19
Cc1nnsc1S(=O)c1ccc(Cl)cc1 (stereo not drawn) | 0 | -1.9 | -1 | 3 | -11 | 2 | -2 | 0.7 | 6
CCN(CC(=O)Nc1c(F)cccc1F)C(=O)c1cc([N+](=O)[O-])ccc1N1CCCCC1 | 9 | -0.4 | -5 | 13 | -3 | 14 | -8 | 0.8 | -1
O=C(CN1CCN(Cc2ccccc2F)C1=O)NCc1ccco1 | -3 | 0.4 | -2 | 0 | -2 | -7 | 8 | 0.0 | -1
Cc1ccccc1CN1CCNC(=O)C1CC(=O)O (stereo not drawn) | 4 | -0.4 | -1 | 18 | -2 | -7 | -2 | -0.4 | 3
CCOc1ccc(CCNC(=O)CSc2cc(=O)n(C)c3cc(Cl)ccc23)cc1OCC | -5 | 0.1 | 0 | 9 | -1 | -2 | -21 | -0.1 | -5
CC(=O)N1CCN(c2ccc(NCc3ccc(C)cc3)cc2)CC1 | 17 | -1.0 | 12 | 11 | 2 | -1 | 0 | 0.9 | 7
CSCCC(NC(=O)c1cccc(C)c1)C(=O)OCC(=O)Nc1c(C)nn(-c2ccccc2)c1C (stereo not drawn) | 0 | 0.1 | 2 | 11 | -8 | -7 | 0 | 1.9 | -6
Cc1cc(CN(C)C(=O)CC2C(=O)NCCN2Cc2c(F)cccc2Cl)n[nH]1 (stereo not drawn) | 14 | 0.6 | -7 | -17 | -1 | -2 | 1 | 0.8 | -1
CCOC(=O)C(C)(C)Oc1ccc(Cl)cc1 | -2 | -1.2 | 5 | -8 | -10 | -2 | -3 | -2.0 | 0
CCN1CCN(C(CNS(=O)(=O)c2cccs2)c2cccnc2)CC1 (stereo not drawn) | 7 | -0.8 | / | 2 | -9 | -9 | 1 | -0.4 | -11
COc1ccccc1N1CCN(C(=O)C2CCC(Cn3c(=S)[nH]c4ccccc4c3=O)CC2)CC1 (stereo not drawn) | -69 | -1.3 | / | 2 | -14 | 13 | 9 | -0.2 | -64
O=C(CC1Sc2ccccc2NC1=O)Nc1cccnc1 (stereo not drawn) | 12 | -0.2 | 2 | 8 | -4 | -13 | -12 | -1.0 | 5
CCOc1ccc(CN2CCN(C(=O)c3cccc(F)c3)CC2)cc1 | 1 | -0.9 | 4 | -2 | -8 | -3 | 5 | 0.1 | -6
COc1cccc(NC(=O)C(=O)c2cn(CC(=O)N3CCOCC3)c3ccccc23)c1 | 9 | -0.2 | -3 | -6 | -2 | 4 | -5 | 3.4 | -5
O=C(CN1CCCCCC1)Nc1ccccc1C(=O)Nc1ccccc1 | -4 | -0.4 | 2 | 1 | 0 | 10 | -5 | -0.8 | 7
O=C(OCC(=O)N1CCCC1=O)C1CCN(S(=O)(=O)c2ccc(Cl)c(C(F)(F)F)c2)CC1 | 10 | -0.1 | -3 | -3 | -2 | -3 | -5 | -0.4 | 3
CCc1ccc(-c2cc(C)no2)cc1S(=O)(=O)NCc1ccco1 | 10 | -0.2 | -2 | 1 | -2 | 8 | 1 | 0.4 | 0
CCOC(=O)CC1=C(C(=O)OCC)C(c2ccc(OC)c(OC)c2)C(C#N)=C(N)O1 (stereo not drawn) | 2 | 0.1 | -22 | -25 | 3 | -8 | -14 | 0.1 | -2

2 compounds picked at random from the list so far, as already listed:
SMILES | SKN-1 inh | Tb MetRS inh | MT1-MMP act inh | NRP1-CendR mod | bovine MsrA act | FAS-TE inh | E coli Lon inh | MsrA inh | PABP1 MLLE inh
O=C(O)CC(NC(=O)C12CC3CC(CC(C3)C1)C2)c1cccc(Cl)c1 (stereo not drawn) | 3 | -0.3 | 0 | 10 | -2 | -1 | 1 | 0.5 | -4
Cc1nc2ccc(S(=O)(=O)NC(C(=O)Nc3nc4ccc(Cl)cc4s3)C(C)C)cc2s1 (stereo not drawn) | 9 | 0.1 | -2 | 10 | -1 | 0 | -6 | -0.8 | 5

Next entries.
SMILES | SKN-1 inh | Tb MetRS inh | MT1-MMP act inh | NRP1-CendR mod | bovine MsrA act | FAS-TE inh | E coli Lon inh | MsrA inh | PABP1 MLLE inh
CC(CCl)OC(C)CCl (stereo not drawn) | 1 | -0.1 | 1 | -10 | -3 | -2 | 4 | -0.6 | 1
Cc1ccc(OCCOCCNC(C)(C)C)c([N+](=O)[O-])c1 | -4 | 0.4 | 3 | 2 | -1 | -8 | -3 | 0.2 | 14
COC(=O)[C@@]12C[C@@H](CC(=O)NCc3cccs3)C(=O)N(Cc3ccc4c(c3)OCO4)C1=CCC(C)(C)C2 | 18 | -0.3 | 1 | -7 | / | / | / | 1.1 | /
CCc1cccc(C)c1NC(=O)CSc1n[nH]c(N)n1 | 5 | -0.2 | 0 | 10 | -2 | -9 | -2 | 0.4 | 7
C=CCn1c(C)cc(C2=NNC(=NCc3ccccc3)SC2)c1C | 2 | 0.2 | 1 | -12 | -4 | -27 | -4 | 0.5 | -35
COCCNC(=O)C1CCCN(C(=O)c2cc(-c3ccccc3)cs2)CC1 (stereo not drawn) | 8 | -0.3 | 2 | -3 | -1 | -6 | -2 | -1.1 | 2
N#Cc1cc2c(nc1S(=O)(=O)Cc1ccccc1)CCCC2 | 6 | 0.1 | -6 | -1 | -2 | -1 | 2 | -0.5 | 2
COc1ccccc1NC(=S)N1CCN(c2ccccc2F)CC1 | 10 | -0.4 | -1 | 0 | 1 | 3 | -1 | 0.8 | -72
COC(=O)[C@H]1C[C@@H]1[C@H](N)c1ccccc1 | 15 | -0.1 | 2 | 4 | -2 | -9 | -4 | -0.5 | -10
CN1C(=O)/C(=C/c2ccccc2F)Sc2ccc(C(=O)NCC3CCCO3)cc21 (stereo not drawn) | 8 | -0.3 | 1 | 4 | -1 | -13 | -4 | 1.8 | 22
O=c1[nH]c2ccc(Br)cc2c(-c2ccccc2)c1N1CCOCC1 | 20 | -0.8 | -13 | 4 | -7 | 2 | 7 | -0.9 | -6
CNC(=O)C1(C)Cc2c(-c3ccc(NC(C)=O)cc3)ccnc2O1 (stereo not drawn) | 17 | 0.8 | 0 | -3 | -1 | -1 | 1 | -1.7 | 4
N=c1oc2ccc(Br)cc2cc1C(=O)NCc1ccccc1 | 5 | -0.1 | 2 | 13 | 2 | 0 | 10 | -0.4 | -9
CC(=O)N1CCN(CC(=O)Nc2cc(F)ccc2C)CC1 | -4 | -1.7 | 9 | 0 | -8 | 2 | 6 | -1.1 | -3
CCOC(=O)N1CCc2c(sc3nc4n(c(=O)c23)N=C(C)CS4)C1 | -15 | -0.7 | 2 | -3 | -8 | -6 | -6 | 2.2 | 16
CC(C)CC(C(=O)NCC1CCCO1)N(C(=O)Cn1nnc(-c2ccc(F)cc2)n1)c1ccccc1F (stereo not drawn) | 14 | -0.1 | -4 | -4 | 0 | 18 | 2 | -1.6 | 11
CSc1ccc(C2=CC(=O)C[C@H](c3ccc(Cl)cc3)C2)cc1 | -11 | 0.0 | 0 | 28* | -3 | 30 | -8 | -0.3 | 1
CC1(C(=O)NS(=O)(=O)c2ccc(Cl)cc2)CCN1C(=O)COc1ccc(Cl)cc1 (stereo not drawn) | 9 | -0.4 | 3 | -5 | -7 | -6 | -10 | 0.2 | 3
c1ccc(Cn2c(NCc3ccccn3)nc3ccccc32)cc1 | 8 | -1.1 | -2 | 6 | -9 | 0 | 5 | -0.2 | -5
Cc1ccc(C)c(NC(=O)CS(=O)(=O)c2cn(C)c3ccccc23)c1 | 9 | 0.7 | -2 | -12 | 0 | -2 | -7 | -1.6 | 0
CCN(CC)CCCN(Cc1cc2cc3c(cc2[nH]c1=O)OCO3)C(=S)NCc1ccco1 | 3 | 0.5 | -7 | 6 | -3 | -4 | 1 | 0.9 | -116
CC(C)OCCCNc1ncnc2c1cnn2-c1ccccc1 | 11 | -1.1 | -1 | 9 | -2 | -2 | -4 | 0.8 | 11
COc1ccc(S(=O)(=O)N2CCN(C)CC2c2ccccc2)cc1OC (stereo not drawn) | 11 | -0.2 | -1 | 5 | -1 | -6 | 2 | 0.9 | 3
O=S(=O)(c1cc(Cl)cc(Cl)c1)N1CCC2CC1c1cc(Cl)ccc12 (stereo not drawn) | 3 | -1.2 | 0 | 6 | -1 | 30 | 2 | -1.1 | 6
COc1cccc(CNc2nc3ccccc3n2C)c1O | -13 | 0.9 | -2 | -1 | -4 | -6 | 0 | -1.0 | 13
Remaining list, next part.
SMILES | SKN-1 inh | Tb MetRS inh | MT1-MMP act inh | NRP1-CendR mod | bovine MsrA act | FAS-TE inh | E coli Lon inh | MsrA inh | PABP1 MLLE inh
CC/C(=N\Nc1ccc([N+](=O)[O-])cc1)c1ccccc1 | 35* | 0.0 | -11 | -56 | -1 | 48 | -28 | / | -74
CCn1cc(C(=O)OCc2cccc(Br)c2)c(=O)c2ccc(C)nc21 | 19 | -0.6 | 5 | 21 | -1 | 10 | -6 | 0.5 | 4
COC(=O)c1ccc(-c2ccc(F)cc2)nc1C | 29 | -0.2 | -3 | 7 | -3 | -4 | 11 | 1.6 | -7
O=C1NC(c2ccccc2)=N/C1=C/c1ccco1 | 8 | -0.8 | -5 | -5 | -7 | -5 | -14 | 1.9 | 0
Cc1ccc2nc(-c3ccccn3)oc2c1 | -4 | -2.4 | -8 | -4 | -10 | -8 | -1 | 1.8 | 1
C/C(=N\Nc1nc2ccccc2[nH]1)c1ccc(C)o1 | 7 | 2.0 | 10 | 0 | -3 | -19 | -1 | 0.7 | -16
